RmlCD inh 1536 = inhibitors of Mycobacterium tuberculosis RmlC and RmlD coupled enzymes; P9WH09+P9WH11; RmlC+RmlD coupled enzyme assay, percent inhibition; primary screen in compound mixtures; inhibition, % at 3.6 µM; hit rate 0.03% among 160,000; in the data active means inhibition mostly above about 34%, no sharp cut-off; further: some results filed as inactive read as strong as hits
Target sequence (P9WH09 whole entry, looked up): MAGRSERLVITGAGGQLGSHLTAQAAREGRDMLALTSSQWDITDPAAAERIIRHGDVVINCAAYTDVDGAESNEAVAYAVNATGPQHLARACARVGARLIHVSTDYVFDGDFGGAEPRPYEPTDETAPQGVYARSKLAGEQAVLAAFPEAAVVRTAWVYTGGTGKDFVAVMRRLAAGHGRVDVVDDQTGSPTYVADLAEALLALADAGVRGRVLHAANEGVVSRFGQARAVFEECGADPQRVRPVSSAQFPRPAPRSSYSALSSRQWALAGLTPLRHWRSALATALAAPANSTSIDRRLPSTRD
Target sequence (P9WH11 whole entry, looked up): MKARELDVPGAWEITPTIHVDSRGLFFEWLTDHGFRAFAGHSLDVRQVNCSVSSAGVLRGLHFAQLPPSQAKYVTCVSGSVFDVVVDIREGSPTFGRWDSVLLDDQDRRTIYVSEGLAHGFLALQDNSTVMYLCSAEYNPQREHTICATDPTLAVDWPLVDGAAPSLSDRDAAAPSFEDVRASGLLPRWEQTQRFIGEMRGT
GlmU inhibition = inhibition of mycobacterial GlmU enzyme – biochemical, glucosamine-1-phosphate acetyltransferase (AID 1376); M. tuberculosis GlmU acetyltransferase enzyme assay; higher % means a stronger effect; one-dose inhibition, %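 (tested at 30 µM in the primary screen)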; IC50 in µM for titrated hits; hit rate 0.25% among 220,000; in the data active means inhibition above about 13%;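 further: 0% = complete reaction with vehicle and 100% = reaction without substrate; strong numbers were not always called active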
* = called active by the depositor; nt = no result given.

Values in the order: RmlCD inh 1536	GlmU inhibition
> CC(C)(C)N1C(=O)c2ccccc2NC(=O)N1Cc1ccc(Br)cc1
  -3	0.8%
> Cc1ccccc1NC(=O)COc1ccc(Br)cc1C
  -1	5.8%
> CC(=O)Nc1ccc(NC(=O)c2ccc(Cn3cc(Cl)cn3)cc2)cc1
  -8	-3.6%
> Cc1ccc(C2=NN(C(=O)CCC(=O)O)C(c3cccs3)C2)cc1 (stereo not given)
  -11	3.8%
> COc1ccc(-n2ncc3c(NCCN4CCOCC4)ncnc32)cc1
  nt	-1.6%
> CCCc1ccc(C(=O)NNC(=O)c2ccc(Cl)cc2)cc1
  0	17%*
> Brc1c(-c2ccccc2)nc2n1Cc1ccccc1-2
  6	3.9%
> CC1CC(C)CN(CC(=O)NCCc2ccc(S(N)(=O)=O)cc2)C1 (stereo not given)
  -10	-4.6%
> CCCCC(O)(CCCC)C(=O)NN(C(=O)CCl)c1ccccc1
  74	-0.4%
> COc1ccc(-c2noc(-c3ccco3)n2)cc1OC
  11	-4.8%
> CCc1ccccc1S(=O)(=O)Cc1ccc(C(=O)NCc2cccs2)o1
  4	-3.0%
> O=C(Cc1cccs1)Nc1nnc(COc2ccccc2)s1
  nt	4.9%
> COc1ccc(CNC(=S)N/N=C/c2ccc(O)c(OC)c2)cc1
  -14	-3.4%
> NC(=O)c1ccccc1N/C=C/C(=O)c1ccccc1
  -2	-1.6%
> CCOC(=O)c1ccccc1NC(=O)c1cccs1
  6	3.6%

2 of the compounds above, field by field.
Cc1ccc(C2=NN(C(=O)CCC(=O)O)C(c3cccs3)C2)cc1 (stereo not given)
- RmlCD inh 1536: -11
- GlmU inhibition: 3.8%

COc1ccc(-n2ncc3c(NCCN4CCOCC4)ncnc32)cc1
- RmlCD inh 1536: nt
- GlmU inhibition: -1.6%

(cont.)
Values in the order: RmlCD inh 1536	GlmU inhibition
> Cc1ccc(NCC(=O)N/N=C\c2cccc(O)c2)cc1
  nt	-2.3%
> Cc1cc(C(C)(C)C)oc1C(=O)OCC(=O)NC1CCCCC1
  -8	3.8%
> Cc1csc(NC(=O)CSc2nnc(-c3ccccn3)n2-c2ccc(C)c(C)c2)n1
  13	2.2%
> ON1C2CCCCC2N(O)C1c1c(F)c(F)c(F)c(F)c1F (stereo not given)
  -1	2.2%
> Cc1ccccc1NC(=O)C1C2CCCC1C2c1ccccc1 (stereo not given)
  nt	-3.5%
> CCN(CC(=O)NCc1ccc(Cl)cc1)C(=O)/C=C/c1ccco1
  -11	-2.2%
> CN1CC(=O)N2[C@H](c3ccc4c(c3)OCO4)c3[nH]c4ccccc4c3C[C@@H]2C1=O
  13	3.2%
> Cc1cc(C=C2C(=O)NC(=O)NC2=O)c(C)n1-c1cccnc1
  nt	-3.8%
> COc1ccc(-n2cccc2/C=C2/NC(=O)N(c3cccc(Cl)c3)C2=O)cc1
  -4	1.1%
> O=C1CSC(c2ccccc2[N+](=O)[O-])N1c1ccccc1 (stereo not given)
  9	-5.4%
> CCOc1cc(/C=N/n2cnnc2)ccc1OS(=O)(=O)c1ccc(C)cc1
  5	-0.4%
> COC(=O)c1cc2sc(Cl)cc2n1CC(=O)N1CCCc2ccccc21
  7	1.8%
> O=C(CCCN1C(=O)/C(=C/c2ccccc2Cl)SC1=S)NNC(=O)c1cccnc1
  nt	-0.4%
> Cc1ccccc1N1CCN(C(=O)c2ccc(Oc3ccc(C(F)(F)F)cn3)cc2)CC1
  5	2.4%
> O=C(N/N=C/c1cccc([N+](=O)[O-])c1)c1cc(-c2ccccc2)nc2ccccc12
  1	0.4%
> COc1ccccc1CNC(=O)C[n+]1ccccc1
  7	-4.3%
> CCN(CCNC(=O)C1CCN(S(C)(=O)=O)CC1)c1ccccc1
  -14	4.0%
> C=CCSc1nc(=O)n2cccc(C)c2n1
  3	0.7%
> Cn1c(=O)c(C(=O)COc2ccc(C#N)cc2)c(N)n(Cc2ccccc2)c1=O
  nt	4.8%
> CCCCn1c(SC(C)C(N)=O)nc2cc(C(=O)OC)ccc2c1=O (stereo not given)
  3	-0.3%
> COCCNC(=O)C(=O)NNC(=O)c1ccccc1OC
  8	3.9%
> CSc1[nH]c(=O)c(C(=O)O)cc1C#N
  74	8.8%
> CC1(C)OC(=O)C(=CNc2cccc(C(=O)O)c2)C(=O)O1
  36	-4.0%
> COc1cc(NC(=O)c2ccc(Cl)cc2)c(OC)cc1NC(=O)CN1CCCCC1
  -11	1.0%
> Cc1ccc(S(=O)(=O)/N=C(\c2ccccc2)N(C)S(=O)(=O)c2ccc(C)cc2)cc1
  -12	3.2%
> FC(F)(F)c1nc(Sc2ncccc2C(F)(F)F)n[nH]1
  -7	-0.3%
> O=C(CSc1ncn[nH]1)Nc1cccc2ccccc12
  nt	-3.7%
> NC(=O)c1cccn(Cc2ccc(C(F)(F)F)cc2)c1=O
  -2	-9.5%
> Cc1ccc(SCC(=O)OCn2nnc3ccccc3c2=O)cc1C
  nt	-3.2%
> CC(C)CN1C(=O)c2ccc(NC(=O)c3ccccc3F)cc2C1=O
  nt	7.4%
> c1ccc(OCCCc2nc(-c3ccncc3)no2)cc1
  -8	-2.3%
> CCn1c(-c2cc(Br)ccc2O)n[nH]c1=S
  nt	2.0%
> O=C(O)/C=C\C(=O)Nc1ccc(N2CCN(c3ccc(Cl)c(Cl)c3)CC2)cc1
  6	6.5%
> CN1CCN(c2ccc(Cl)cc2NC(=O)c2ccc(S(=O)(=O)N3CCCCCC3)cc2)CC1
  -7	-1.8%
> CCOC(=O)C1=NNC2(CC(=O)N(c3cc(C)cc(C)c3)C2=O)C1 (stereo not given)
  12	3.3%
> Cc1ccc(C(=O)N/C(=C/c2ccccc2)C(=O)NCC2CCCO2)cc1 (stereo not given)
  5	2.2%
> CCCC12CN3CC(C)(CN(C1)C31CCCCC1)C2=O
  7	0.1%
> CCCn1c(Cc2ccccc2)nnc1SCC(=O)N1CCOCC1
  -9	0.8%
> Cc1ccc(/C=C/c2ccc(=O)n(Cc3ccc(Cl)cc3Cl)n2)cc1
  3	nt
> C=CCNC(=O)c1ccccc1NC(=O)C1COc2ccccc2O1 (stereo not given)
  -3	9.7%
> CN(C)C(=O)c1ccc(-c2cc(C(F)(F)F)nn2C)s1
  5	2.4%
> O=C(CC1C(=O)NCCN1CC1CCCCC1)NCc1ccccc1Cl (stereo not given)
  8	-4.0%
> O=C(Nc1ccccc1)c1cccc(Cn2cc(C(F)(F)F)ccc2=O)c1
  8	-4.7%
> O=C(Oc1ccccc1)c1cccc(N2C(=O)CCC2=O)c1
  7	7.5%
> O=C(NCCCN1CCOCC1)c1cc2c(s1)CSC2
  44	-6.3%
> COc1ccc2c(CSc3nc4nc(C)cc(C)n4n3)cc(=O)oc2c1
  nt	1.3%
> CCOc1ccccc1N1C(=O)NC(=O)/C(=C/c2ccc3c4c(cccc24)CC3)C1=O
  nt	0.7%
> CCn1c(SCC(=O)C(C)(C)C)nnc1-c1cnccn1
  -11	-0.2%
> CCOc1ccc(NC(=O)CCSc2ccc3ccccc3n2)cc1
  nt	1.9%
> O=C(Cc1ccccc1)Nc1cccc([N+](=O)[O-])c1
  -6	5.0%
> COc1ccc(/C=N/Nc2nc(Nc3ccccc3)nc(N3CCCCC3)n2)cc1OC
  nt	-2.1%
> CCCc1nc2c(c(=O)c3ccccc3n2C)c(=O)n1C1CCCCCC1
  -7	4.4%
> c1ccc2c(c1)NC1(CCCC1)n1c-2nc2ccccc21
  2	-0.2%
> COc1ccc(CNC(=O)CN(c2ccc(OC)cc2)S(=O)(=O)c2c(C)nn(C)c2C)cc1
  nt	0.8%
> CCN(CC)S(=O)(=O)c1cccc(NC(=O)COC(=O)c2cccs2)c1
  8	1.6%
> CC(=O)COc1cc(C)cc2oc(=O)c(C)c(C)c12
  64	-2.3%
> COc1cccc(C(=O)NCC2(c3ccccc3)CCCC2)c1
  nt	6.5%
> COc1ccccc1N(CC(=O)NC(C)(C)C)C(=O)C1CSC(=O)C1 (stereo not given)
  nt	-0.8%
> N/C(=N\OC(=O)CCCOc1ccccc1)c1ccc([N+](=O)[O-])cc1
  52	2.5%
> O=S(=O)([N-]c1nc2ccccc2nc1-[n+]1ccccc1)c1ccc(Cl)cc1
  nt	0.8%

Four entries out of the list, sorted by SMILES length, high to low:
Values in the order: RmlCD inh 1536	GlmU inhibition
> O=S(=O)([N-]c1nc2ccccc2nc1-[n+]1ccccc1)c1ccc(Cl)cc1
  nt	0.8%
> CCCc1nc2c(c(=O)c3ccccc3n2C)c(=O)n1C1CCCCCC1
  -7	4.4%
> c1ccc2c(c1)NC1(CCCC1)n1c-2nc2ccccc21
  2	-0.2%
> CC(=O)COc1cc(C)cc2oc(=O)c(C)c(C)c12
  64	-2.3%

(next part)
compound,RmlCD inh 1536,GlmU inhibition
COCc1cc(C)n(CC(=O)NCc2ccccc2)c(=O)c1C#N,1,-4.0%
O=C(CCN1C(=O)c2ccccc2C1=O)Nc1ccc2c(c1)OCCO2,-1,3.4%
Cc1ccc2c(c1)N(S(=O)(=O)c1ccc(F)cc1)C(C(C)(C)C)CO2 (stereo not given),nt,0.4%
O=C(CSc1nnc(CNC(=O)c2cccs2)o1)Nc1cccc(C(F)(F)F)c1,11,0.9%
O=C1C=C(NCc2ccco2)CCC1,11,7.9%
CSc1nnc(-c2cc3c(s2)-c2ccccc2CC3)o1,45,-0.8%
FC(F)(F)c1ccc(Cl)c(-n2c(Cc3cccs3)n[nH]c2=S)c1,11,-1.8%
COc1ccc(C(=O)NCC(=O)NCC(c2ccco2)N(C)C)cc1OC (stereo not given),-11,3.0%
O=C(Nc1ccc(N2CCCC2)cc1)c1ccccc1F,nt,-12%
C=CCc1ccc(OCCCCNC2CCCC2)c(OC)c1,10,-6.0%
CN(CCc1nc2ccccc2[nH]1)Cc1nc(CC2CC2)no1,5,2.3%
O=C(N[C@@H](Cc1ccccc1)C(=O)OCc1ccccc1)c1nc[nH]c1C(=O)N1CCN(c2ccccc2)CC1,nt,0.5%
CCC(CC)c1nnc(NC(=O)CN2C(=O)c3ccccc3C2=O)s1,7,1.0%
Cc1ccccc1/C=N/NC(=O)Cn1cnc([N+](=O)[O-])n1,-6,0.5%
COc1ccc(-c2cc(=O)oc3cc4occ(C)c4cc23)cc1,2,1.3%
CSc1ncccc1C(=O)OCC(=O)c1cccc(Br)c1,-4,-1.5%
N#C/C=C1\Sc2ccccc2C(=O)N1CC(=O)N1CCN(S(=O)(=O)c2ccccc2)CC1,nt,-0.4%
O=C(O)c1ccccc1N/N=C/c1c(Sc2nnnn2-c2ccccc2)nc2ccccn2c1=O,5,-3.9%
Nc1c(C(=O)c2ccccc2)oc2ccc([N+](=O)[O-])cc12,6,4.8%
O=C(N/N=C\C1C(=O)NC(=S)N(c2ccccc2)C1=O)c1ccc(O)cc1 (stereo not given),-2,2.4%
NC(=O)C1(C(N)=O)OC1c1ccccc1 (stereo not given),nt,2.8%
COc1cccc(N2CC(C(=O)Nc3c(C)cccc3C)CC2=O)c1 (stereo not given),nt,0.6%
CCC(C)[C@H](NC(=O)NCc1ccc(F)cc1)C(=O)O (stereo not given in full),-12,1.8%
CCCCOC(=O)Nc1cc(C(=O)OC)ccc1C(=O)OC,68,5.0%
COc1ccc(CC(=O)OCC(=O)Nc2ccc3c(c2)OCO3)cc1OC,-9,4.3%

Look-ups from the list.
Reading for C=CCc1ccc(OCCCCNC2CCCC2)c(OC)c1 under RmlCD inh 1536: 10
Reading for FC(F)(F)c1ccc(Cl)c(-n2c(Cc3cccs3)n[nH]c2=S)c1 under RmlCD inh 1536: 11
Reading for O=C(Nc1ccccc1)c1cccc(Cn2cc(C(F)(F)F)ccc2=O)c1 under GlmU inhibition: -4.7%
Reading for O=C(CSc1nnc(CNC(=O)c2cccs2)o1)Nc1cccc(C(F)(F)F)c1 under RmlCD inh 1536: 11
Reading for Cn1c(=O)c(C(=O)COc2ccc(C#N)cc2)c(N)n(Cc2ccccc2)c1=O under GlmU inhibition: 4.8%
Reading for CCN(CCNC(=O)C1CCN(S(C)(=O)=O)CC1)c1ccccc1 under GlmU inhibition: 4.0%

Other compounds follow.
compound,RmlCD inh 1536,GlmU inhibition
COC(=O)c1cc(-c2ccc(OC)cc2)n[nH]1,-7,-6.3%
CCCc1nc2c(s1)CCc1onc(-c3ccc(Br)cc3)c1-2,nt,1.5%
CCN1CCCC1CNC(=O)Cn1cnc2ccc(S(=O)(=O)N3CCC(C)CC3)cc2c1=O (stereo not given),26,-2.6%
O=C1CC(Sc2ccc(Cl)cc2)C(=O)N1Cc1ccncc1 (stereo not given),10,-3.6%
O=Cc1[nH]c2ccccc2c1N(C(=O)CCl)c1ccc([N+](=O)[O-])cc1,7,-3.7%
N#CC(C#N)=Cc1ccc(NC(=O)c2ccc(Br)cc2)cc1,nt,2.5%
COc1ccc(/C=C/C(=O)NC(=S)NNC(=O)c2ccco2)cc1OC,-12,1.5%
CO/N=C\CC(=O)Nc1ccc(Cl)cc1Cl,nt,2.2%
Cc1ccccc1CSCCNC(=O)CSCc1ccc([N+](=O)[O-])cc1,-5,nt
C=CCN=C1S/C(=C\c2ccc(N(C)C)cc2)C(=O)N1CC=C,nt,-3.3%
COC(=O)C1=C(N)OC2=C(C(=O)CC(C)(C)C2)C1c1ccoc1 (stereo not given),-2,5.1%
CS(=O)(=O)c1ccc(C(=O)NCCN2C(=O)S/C(=C\c3cccnc3)C2=O)cc1[N+](=O)[O-],nt,-3.0%
C/C(CCC(C)C)=N\NC(=O)COc1ccccc1-c1ccccc1,7,1.0%
COc1ccc(CC(=O)N2N=C(C)CC2(O)c2cccnc2)cc1OC (stereo not given),nt,2.4%

High-throughput results from PubChem BioAssay.

Not all compounds are listed (hit frequency here may not be typical).
